Bioassay records as filed in PubChem BioAssay.
M1 ag: activates human CHRM1 receptor | activation, % at 3 µM | CHO-K1 hM1, Fluo-8 calcium fluorescence, agonist mode; 0% DMSO, 100% acetylcholine EC100 | 360,000 tested, 0.33% active | P11229;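 active means activation above the run's mean compound activation plus 3 SD, cut at about 16% in these data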;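 further: peak over basal fluorescence ratio within a 140 s kinetic read after compound addition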
CHO-K1 Ca ag: nonselective activator or artifact in parental CHO-K1 cells. Fluo-8 calcium fluorescence; scaled to maximal ATP response, vehicle zero. activation, % at 3 µM. 360,000 tested, 0.48% active; in the data active means activation above about 15%;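 further: untransfected CHO-K1 host cells lacking M1 receptor as counterscreen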
CHO-K1 Ca PAM: counter-screen for M1 PAMs: effect in parental CHO-K1 cells; AID 602247; activation, % at 3 µM; ATP EC20, Fluo-8 calcium fluorescence; 0% at ATP EC20, 100% at ATP max; 360,000 tested, 0.02% active;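 active means activation above the run cutoff, the mean activation of all test compounds plus 3 SD, cut at about 40% in these data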;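 further: peak over basal fluorescence ratio in a 140 s read after ATP addition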
CHO parental Ca: counter-screen: ATP calcium response change in parental CHO cells; parental CHO-K1, ATP-induced calcium, Fluo-8 fluorescence; inhibition, % at 5.6 µM; 330,000 tested, 0.63% active; AID 463079;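 active means inhibition above that plate's mean sample inhibition plus 3 SD, cut at about 26% in these data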;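 further: 0% = ATP-challenged DMSO wells and 100% = DMSO wells without ATP; some compounds past the cut are filed as inactive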
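Assay system: parental CHO cells; Read-out basis: percent inhibition of ATP-evoked calcium rise, normalized to controls; Benchmarks: ATP and no-ATP DMSO wells; Compound dosing: single nominal dose of 5.6 µM per compound; Signal: Fluo-8 calcium dye fluorescence; Also added: ATP as calcium-mobilizing challenge; Repeats: singlicate.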
TAAR1 antagonist: antagonists of human TAAR1 | AID 624466 | inhibition, % at 3 µM | CHO RD-HGA16 TAAR1, Fluo-8 calcium fluorescence, antagonist | 360,000 tested, 1.5% active | Q96RJ0;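 active means inhibition above a per-plate cutoff, the mean inhibition of test compounds on that plate plus 3 SD, cut at about 49% in these data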;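 further: 0% = DMSO plus EC80 beta-PEA response and 100% = DMSO alone without agonist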
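Test system: CHO RD-HGA16 cells bearing hTAAR1 | Reagent: β-PEA, EC80 | Compound dosing: 3 µM, single point | Schedule: Dye loading 75 min at 37 °C, then 30 min room temperature | Signal: Calcium fluorescence with Fluo-8 | Evaluation: Percent inhibition of PEA-evoked calcium signal, max/basal emission ratio | Control set: DMSO-only wells and EC80 β-PEA-stimulated wells | Repeats: Singlicate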
OXTR potentiator: potentiators of human oxytocin receptor; CHO-OTR cells, Fluo-8 calcium fluorescence, potentiator mode; 0% = oxytocin EC15, 100% = EC100; activation, % at 3 µM; 320,000 tested, 0.061% active; AID 2445;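 active means activation above that plate's cutoff, the mean activation of tested compounds plus 3 SD, cut at about 6.6% in these data, passing the limit was not always enough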;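 further: 100% uses oxytocin at 75 nM as the full agonist control; some results filed as inactive read as strong as hits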
Target sequence (P30559 whole entry, looked up): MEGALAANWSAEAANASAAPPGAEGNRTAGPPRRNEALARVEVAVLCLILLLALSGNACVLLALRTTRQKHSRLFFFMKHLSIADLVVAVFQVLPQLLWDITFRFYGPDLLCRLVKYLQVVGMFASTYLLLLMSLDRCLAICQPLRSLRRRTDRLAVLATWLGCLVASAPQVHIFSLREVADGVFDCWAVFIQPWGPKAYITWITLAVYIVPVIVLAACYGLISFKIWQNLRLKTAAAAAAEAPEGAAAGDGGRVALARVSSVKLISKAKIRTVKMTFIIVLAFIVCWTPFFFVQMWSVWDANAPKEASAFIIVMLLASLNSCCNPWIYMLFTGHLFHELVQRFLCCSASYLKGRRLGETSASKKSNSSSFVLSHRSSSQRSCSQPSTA
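Assay system: CHO cell line stably expressing human OTR | Also added: Oxytocin at about EC15, sub-maximal agonist stimulus | Times: Compound 6 min at room temperature before oxytocin, 100 s read | Measured by: Fluo-8 intracellular calcium fluorescence, ex 470-495, em 515-575 nm | Controls: EC15 oxytocin alone as 0%, 75 nM oxytocin as 100%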
V1aR counter: activates human V1a receptor in oxytocin agonist counter-screen; CHO-V1R cells, Fluo-8 calcium fluorescence, agonist mode; 0% DMSO, 100% 3 nM vasopressin; activation, % at 3 µM; 320,000 tested, 0.25% active;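 active means activation above the mean activation of all tested compounds plus 3 SD, per screening run, cut at about 20% in these data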;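 further: signal is peak over basal fluorescence ratio across a 100 second FLIPR read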
Target sequence (P37288 whole entry, looked up): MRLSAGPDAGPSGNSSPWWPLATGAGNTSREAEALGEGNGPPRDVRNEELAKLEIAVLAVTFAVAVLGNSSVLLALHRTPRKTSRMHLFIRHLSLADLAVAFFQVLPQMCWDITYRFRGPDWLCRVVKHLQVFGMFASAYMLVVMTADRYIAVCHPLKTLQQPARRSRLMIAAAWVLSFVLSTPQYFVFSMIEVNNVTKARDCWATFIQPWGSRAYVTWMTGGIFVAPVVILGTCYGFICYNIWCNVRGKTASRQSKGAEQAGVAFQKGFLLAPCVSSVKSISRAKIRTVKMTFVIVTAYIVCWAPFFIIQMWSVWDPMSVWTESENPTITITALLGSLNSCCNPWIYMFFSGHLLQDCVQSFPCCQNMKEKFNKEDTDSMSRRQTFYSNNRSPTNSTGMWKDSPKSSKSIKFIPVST
CHO-K1 Ca antag: counter-screen for M1 antagonists: effect in parental CHO-K1 cells; ATP-induced calcium, Fluo-8 fluorescence; inhibition, % at 3 µM; 360,000 tested, 0.6% active; AID 602250;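 active means inhibition above a per-plate cutoff, the plate's mean sample inhibition plus 3 SD, cut at about 24% in these data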;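 further: 0% = DMSO plus EC80 ATP and 100% = DMSO alone without ATP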
TAAR1 ag: human TAAR1 agonism. Q96RJ0. CHO RD-HGA16 TAAR1, Fluo-8 calcium fluorescence; vehicle wells 0%, saturating PEA agonist 100%. activation, % at 3 µM. 360,000 tested, 0.99% active. AID 624467;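 active means activation above the mean activation of all test compounds in the run plus 3 SD, cut at about 38% in these data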
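Test system: RD-HGA16 (CHO) cells co-expressing Gα16 and hTAAR1 | Doses: Single dose, 3 µM | Schedule: 17-24 h seeding, 75 min 37 °C dye, 30 min RT | Evaluation: % activation from peak over basal fluorescence ratio, DMSO-to-PEA scaled | Technique: Kinetic Fluo-8 calcium fluorescence | Benchmarks: Low control DMSO, high control PEA (EC100)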
* marks the source's active call; other numbers are inactive results; . = no result given; & = joins results of further samples.

SMILES	M1 ag	CHO-K1 Ca ag	CHO-K1 Ca PAM	CHO parental Ca	TAAR1 antagonist	OXTR potentiator	V1aR counter	CHO-K1 Ca antag	TAAR1 ag
Cc1onc(-c2ccccc2)c1C(=O)NCCc1ccncc1	0	0.0	-5	-15	1	-2	-0.3	4	2
O=C(CNC(=O)c1cnccn1)Nc1ccc(F)c(F)c1F	-1	-0.1	-6	-2	-18	-5	0.3	12	2
Cn1c(-c2ccc(F)cc2)cnc1SCC(=O)Nc1ccccc1N1CCOCC1	-5	-0.5	5	-5	-5	-9	-0.8	-1	9
O=C(OCc1nnc(-c2ccccc2)o1)c1cc(S(=O)(=O)N2CCOCC2)c(Cl)cc1Cl	-4	0.3	13	-23	10	-11	0.6	-3	4
CCc1ccc(C2CC(c3ccccc3Cl)Nc3nc(N)nn32)cc1 (centres undefined)	5	4.2	26	-9	28	3	3.9	-4	22
COCCOC(=O)C1=C(N)OC2=C(C(=O)CC(C)(C)C2)C1c1ccncc1 (centres undefined)	1	-0.4	-9	-3	-22	-2	0.0	-2	-1
Cc1c(-c2cccc(Cl)c2)nc2ccccc2c1C(=O)NC1CC1	-3	1.0	2	.	9	.	.	-8	1
Cc1cc(C(=O)CN2CCCCC2)c(C)n1-c1ccc(F)cc1	-11	0.6	17	-5	-6	-4	0.3	-7	0
O=C(c1ccc([N+](=O)[O-])cc1)N1CCN(C2=NS(=O)(=O)c3ccccc32)CC1	-5	0.1	3	-7	5	-4	-0.3	-5	1
O=C(Nc1ccc(OC(F)(F)F)cc1)c1n[nH]c(Cn2cncn2)n1	-3	0.2	14	7	-18	2	0.6	-13	2
COc1cc(OC)c(NC(=O)Nc2ccc(OC)c(OC)c2)cc1Cl	-1	0.8	2	-1	13	-14	0.4	-3	0
Cc1nnc(SC(C)C(=O)NCC2CCCO2)s1 (centres undefined)	-2	0.4	3	-4	13	-4	0.4	-21	2
C/C(=N/NC(=O)C(=O)N/N=C(/C)c1ccccc1)c1ccccc1	.	.	.	-13	16	-2	0.7	.	3
COc1ccc2nc(N(CCN(C)C)C(=O)c3ccc4ccccc4c3)sc2c1	-4	0.1	-3	-24	-14	-11	-0.3	-4	4
COC(=O)c1ccccc1NC(=O)c1noc2c1CCCC2	-12	5.0	13	-34	-4	1	-0.9	-8	13
COc1cc2c(cc1OC)CN(S(=O)(=O)c1ccc(Cl)nc1)CC2	-2	0.7	2	.	-10	.	.	7	0
CC1CCCC(C)N1CCNC(=O)CCc1nnc2n(Cc3ccccc3)c(=O)c3ccccc3n12 (centres undefined)	-14	0.1	2	-7	7	-8	0.4	8	0
Cc1cccc(NC(=O)c2ccc(C(=O)c3ccccc3)cc2)n1	-3	8.4	6	-12	38	-17	3.8	-10	3
CCCCn1c(N)c(N(CC(C)C)C(=O)CN(C)S(=O)(=O)c2ccc(NC(C)=O)cc2)c(=O)[nH]c1=O	-3	1.2	3	0	-28	-3	0.8	-11	1
Clc1cccc(Cc2c(-c3cccc(Cl)c3)nc3ccc(Cl)cn23)c1	-5	0.2	8	.	-7	.	.	-25	3
CC1(O)CC2CC1C(C(=O)O)C2C(=O)O (centres undefined)	-1	0.4	-13	.	-2	.	.	-12	2
CN1CCN(C(=O)c2ccc(-c3ccccc3)cc2)CC1	-3	0.9	12	-10	-4	-2	1.1	-7	1
CC(Sc1nc(N)cc(=O)[nH]1)C(=O)NNC(=O)c1cccc(Cl)c1 (centres undefined)	-2	-0.3	-12	-6	-1	-7	0.1	-7	4
COc1ccc(CCNC(=S)NC(=O)/C=C/c2ccc(C)cc2)cc1OC	-6	0.1	21	-14	-1	-5	-0.4	-31	-3
CC(=O)Nc1cccc(NS(=O)(=O)Cc2ccc(Cl)cc2)c1	0	2.1	10	-11	-5	-1	0.6	-11	3
CNc1cncc(-c2cccc(C(C)=O)c2)n1	-2	0.3	-4	.	-31	.	.	0	0
CCOC(=O)c1cc(NC(=O)Nc2ccc(OC)c(OC)c2)c(C)nc1C	-1	0.5	10	-22	6	-14	-0.6	1	2
O=Nc1ccc(O)c2ncccc12	-2	0.5	-21	-7	-30	2	0.0	21	2
CC(C)CNC(=S)NNC(=O)c1csc2c1CCC(C)C2 (centres undefined)	-3	1.5	5	-7	-6	-5	0.4	-22	2
COc1ccc(C(=O)Nc2ccc(CN3CCS(=O)(=O)CC3)cc2)cc1	-1	0.6	-5	2	-14	-2	0.6	-9	1
COc1ccc(OC)c(S(=O)(=O)N/N=C\c2cn(CC(N)=O)c3ccccc23)c1	1	1.2	20	7	-16	2	0.5	-10	1
NC(=O)c1cc([N+](=O)[O-])ccc1NCCN1C(=O)c2ccc(C(=O)O)cc2C1=O	-2	-0.4	1	-1	6	-5	0.3	8	5
Nn1c(SCC(=O)Nc2ccc3c(c2)CCC3)nnc1C1CC1	-8	2.2	25	-15	30	1	7.0	-16	1
Cc1cccc(NS(=O)(=O)c2c(C)nc3scc(C)n3c2=O)c1	-1	5.5	-1	-7	-3	-4	9.8	-13	8
O=C(CSc1nnc(NC(=O)C2CCC2)s1)Nc1ccccc1Br	-3	1.4	10	1	-8	-8	-0.9	-18	-1
CC1=C(C(=O)c2ccccc2)C(c2cn(-c3ccccc3)nc2-c2ccc(Cl)cc2)NC(=S)N1 (centres undefined)	-5	0.9	22	-18	8	-1	0.0	-8	-2
COC(=O)[C@@H](NC(=O)c1ccccc1)[C@@H](C)O	-1	-0.4	-10	-15	5	-1	0.8	-8	17
CC1=Nc2ccccc2N=C(NC(=O)CN2CCN(c3ccc(F)cc3)CC2)C1c1ccccc1 (centres undefined)	-2	0.6	8	-23	-6	-3	-0.7	0	2
CCOc1ccc(Oc2cc(C)nc(SC)n2)nn1	-2	-0.1	11	-23	-2	-8	0.7	-10	9
CC1CC(C)CN(C(=O)CCCn2c(=S)[nH]c3ccccc3c2=O)C1 (centres undefined)	-4	1.1	-3	-18	2	-4	-0.5	13	16
Cc1nn(S(=O)(=O)c2cccc([N+](=O)[O-])c2)c(C)c1S(=O)(=O)N1CCOCC1	-3	1.0	11	3	-16	0	0.5	-18	5
COCC(C)n1c(C)cc(C(=O)COC(=O)c2nc3nc(C)cc(C)n3n2)c1C (centres undefined)	-4	0.1	3	-9	1	-12	-0.2	-1	2
CCCN(CCC)C(=O)C(c1ccccc1)C1(O)CCCCC1 (centres undefined)	-9	-0.9	10	.	-17	.	.	-7	-2
CCOCCn1c(=NC(=O)CSCC(=O)Nc2cc(C)on2)sc2cc(OC)ccc21	-5	2.0	8	-12	-5	-3	0.3	-12	-1
Cc1ccc(-n2c(CSc3nc(C)cc(C)n3)nnc2SCC(=O)N2CCCC2)cc1	-5	-0.2	12	-9	6	-8	0.1	-9	7
Cc1sc(NC(=O)CSc2nnnn2C2CCCC2)c(C#N)c1C	-3	0.5	15	-12	3	-4	0.8	-12	2
COc1ccc(C(=O)NCc2ccncc2)cc1S(=O)(=O)N1CCOCC1	-5	-0.1	-5	-3	-6	-10	0.4	-5	3
COc1ccc(N2CCN(C(=O)CN3C(=O)NC4(CCCCC4C)C3=O)CC2)cc1 (centres undefined)	-1	0.1	-8	-9	-4	-2	0.1	-8	2
O=S1CC/C(=N\O)c2ccccc21 (centres undefined)	0	-0.1	-5	7	4	-3	0.8	4	6
CC1Cc2ccccc2N1C(=O)CSc1nnnn1Cc1ccccc1 (centres undefined)	-3	2.5	-5	-18	31	-12	7.8	-11	10
CC(=O)Nc1ccc(NC(=O)Nc2ccc(C)cc2C)cc1	-7	0.4	7	-3	-10	-6	0.2	3	8
COc1ccc(NC(=O)CCC(=O)c2ccc(C(C)C)cc2)cc1	-2	0.3	15	.	-5	.	.	-5	-1
COC(=O)c1cn(NC(=O)Cc2cccc(OC)c2)c(=O)c2ccccc12	-9	0.6	11	-23	-8	3	0.1	-3	1
O=C(CN1CCN(c2ccccc2O)CC1)Nc1cccnc1Cl	-5	0.7	17	10	3	-11	1.5	-13	3
COc1cc(OC)nc(Oc2ccc(N)c(C)c2)n1	-2	1.5	14	5	-1	-8	-0.4	-7	2
Cc1[nH]nc(N=CC2=C(O)CC(C)(C)CC2=O)c1-c1ccccc1	-3&-2	1.0&0.6	8&11	-8	1&2	1	-1.1	-7&-11	1&0
COc1ccc(NC(=O)C(Sc2ccccc2)c2ccccc2)c(OC)c1 (centres undefined)	-6	2.9	43*	4	28	-7	1.6	-21	6
CCc1noc(C)c1C(=O)NNC(=O)COc1ccccc1C	-1	0.4	1	-17	-3	-2	0.2	-9	1
O=c1oc(-c2ccc(Br)o2)nc2ccccc12	1	-0.7	6	-6	-11	-1	0.4	-8	3
N#C/C(=C\c1cccc(Oc2ccccc2)c1)C(=O)N1CCOCC1	-6	2.2	23	3	-10	-11	-0.9	-22	2

Shown with two lines to a compound: part of the list above
Each structure is followed by: M1 ag | CHO-K1 Ca ag | CHO-K1 Ca PAM | CHO parental Ca | TAAR1 antagonist | OXTR potentiator | V1aR counter | CHO-K1 Ca antag | TAAR1 ag
COc1ccc(NC(=O)CCC(=O)c2ccc(C(C)C)cc2)cc1
  -2 | 0.3 | 15 | . | -5 | . | . | -5 | -1
O=S1CC/C(=N\O)c2ccccc21 (centres undefined)
  0 | -0.1 | -5 | 7 | 4 | -3 | 0.8 | 4 | 6

The results go on:
SMILES	M1 ag	CHO-K1 Ca ag	CHO-K1 Ca PAM	CHO parental Ca	TAAR1 antagonist	OXTR potentiator	V1aR counter	CHO-K1 Ca antag	TAAR1 ag
CCOC(=O)Cn1nc(C)n(-c2ccc(Cl)cc2)c1=O	-2	0.4	17	-1	-8	-12	-0.2	-12	0
CC(=O)Nc1ccc(Nc2ncnc3c2cnn3-c2cccc(C)c2)cc1	-3	0.5	7	-12	28	-6	3.8	-8	29
Nc1nc(N)c(N=O)c(Nc2ccc(Cl)c(Cl)c2)n1	.	9.3	53*	.	10	.	.	-34	109*
Cc1ccnc(N2C(=O)C3C4CC(C(Br)C4Br)C3C2=O)c1 (centres undefined)	-3	0.4	3	-14	7	-14	0.4	-6	11
Cc1ccc(CNC(=O)NCc2ccccc2)cc1	-3	-0.1	15	12	-2	0	-0.6	-10	1
O=C(NCCCc1ccccc1)N1CCOCC1	-4	3.7	8	-7	-23	-14	0.7	-10	1
